Compound activity (PubChem)
TLR9-MyD88 inh: TLR9-MyD88 interaction inhibition; CHO BLA complementation TLR9-MyD88, CCF4 FRET ratio; inhibition, % at 4.98 µM; actives 0.21% (n = 340,000); AID 504734;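 active = inhibition above the mean over all tested compounds plus 3 SD, cut at about 21% in these data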;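 note: 0% = DMSO only wells and 100% = clavulanate BLA inhibitor control wells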
NOD2 RIPK2 PPI: blocks binding of human NOD2 to RIPK2 | AID 624267 | inhibition, % at 4.98 µM | actives 0.38% (n = 360,000) | CHO BLA complementation NOD2-RIPK2, CCF4 ratio; in the data active = inhibition above about 21%;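 note: 0% = vehicle only and 100% = reference blocker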
MC4R antagonist: human MC4R antagonism in cAMP assay. inhibition, % at 6.5 µM. MC4R-expressing cells, MTII-stimulated cAMP, LANCE TR-FRET. actives 0.48% (n = 360,000). AID 540295;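 active = inhibition above its plate's cutoff, the mean of tested wells on that plate plus 3 SD, cut at about 29% in these data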;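 note: 0% = Melanotan II alone and 100% = Melanotan II plus saturating MCL0020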
Target sequence (P32245 whole entry, looked up): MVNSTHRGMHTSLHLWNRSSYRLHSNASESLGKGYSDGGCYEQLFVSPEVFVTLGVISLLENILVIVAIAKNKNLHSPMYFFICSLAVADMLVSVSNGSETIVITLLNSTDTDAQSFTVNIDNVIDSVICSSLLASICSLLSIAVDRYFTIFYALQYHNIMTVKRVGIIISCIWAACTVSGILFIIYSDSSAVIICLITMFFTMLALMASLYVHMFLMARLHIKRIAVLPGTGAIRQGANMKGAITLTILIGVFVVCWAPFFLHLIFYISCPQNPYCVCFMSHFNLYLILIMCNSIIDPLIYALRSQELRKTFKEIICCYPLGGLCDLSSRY
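Material – human MC4R-expressing U2OS cells · Repeats – no replicates · Detection – TR-FRET with Eu-cAMP and labeled anti-cAMP, 671 nm · Times – compound 30 min, challenge 1 h, detection 1 h · Compound – single nominal compound dose of 6.5 µM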
SRC2 inh: inhibits human steroid receptor coactivator 2. Q15596. HEK293 GAL4-SRC2 luciferase reporter, luminescence. AID 651957. actives 0.17% (n = 370,000). inhibition, % at 9 µM;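 active = inhibition above the mean inhibition of all tested compounds plus 3 SD, set per campaign, cut at about 52% in these data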;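 note: 0% = DMSO treated cells and 100% = cells given Gossypol at 36 µM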
MC4R barr agon: activates human MC4R beta-arrestin recruitment | P32245 | actives 0.98% (n = 360,000) | U2OS MC4R beta-arrestin complementation, luminescence; percent of melanotan II response, DMSO zero | AID 540308 | activation, % at 8.9 µM;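 active = activation above a per-plate cutoff, the mean activation of sample wells on that plate plus 3 SD, cut at about 8% in these data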
m5-HT2A agonist: activates the mouse 5-HT2A serotonin receptor. P35363. CHO-K1 mHTR2A beta-arrestin complementation, luminescence; percent of 30 µM serotonin response. activation, % at 7.6 µM. actives 0.66% (n = 360,000);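 active = activation above a run cutoff, the mean activation of all tested compounds plus 3 SD, cut at about 14% in these data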;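 note: 0% = plate median of compound wells and 100% = 30 µM serotonin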
Target sequence (P35363 whole entry, looked up): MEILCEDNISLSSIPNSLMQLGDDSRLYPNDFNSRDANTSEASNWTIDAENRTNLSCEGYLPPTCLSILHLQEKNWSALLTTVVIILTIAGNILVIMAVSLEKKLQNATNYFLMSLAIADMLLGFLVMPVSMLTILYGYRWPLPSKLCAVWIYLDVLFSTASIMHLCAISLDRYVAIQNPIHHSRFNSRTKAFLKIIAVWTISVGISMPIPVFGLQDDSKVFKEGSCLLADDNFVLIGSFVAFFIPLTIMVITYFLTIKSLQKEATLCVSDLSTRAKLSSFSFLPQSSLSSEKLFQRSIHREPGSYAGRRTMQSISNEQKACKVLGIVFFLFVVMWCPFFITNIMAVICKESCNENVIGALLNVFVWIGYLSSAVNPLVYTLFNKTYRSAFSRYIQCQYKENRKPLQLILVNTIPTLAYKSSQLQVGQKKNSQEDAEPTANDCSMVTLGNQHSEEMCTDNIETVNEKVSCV
ABCB6 inh MLPCN: blocks the human ABCB6 transporter; K562-ABCB6 porphyrin accumulation, flow cytometry, 1 h; stronger effect = lower value; fluorescence ratio to DMSO, % at 10 µM; actives 0.19% (n = 360,000);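 active = fluorescence ratio to DMSO below 75%, the collection mean minus 3 SD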;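 note: signal is porphyrin accumulated inside mitochondria; 100% equals median channel fluorescence of DMSO control wells; lower ratio means ABCB6 inhibition with less porphyrin fluorescence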
Glyco luc inh: blocks N-linked glycosylation in D54 reporter cells | D54 ERlucT glycosylation luciferase reporter, 24 h; percent of 100 nM tunicamycin response | reporter increase, % at 12.5 µM | actives 0.23% (n = 360,000) | AID 588692;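 active = mean luciferase reporter signal, scaled so untreated is 0 and the glycosylation-blocking control 100, at or above a set limit in every replicate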;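 note: luciferase carries N-glycosylation sites so blocking glycosylation raises the light; 0% = median of neutral control wells and 100% = median of 100 nM tunicamycin wells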
ABHD5 PLIN5 PPI: blocks binding of human ABHD5 to perilipin-5; Split G. princeps luciferase complementation, luminescence, 4 h; inhibition, % at 4 µM; actives 0.78% (n = 360,000); AID 602281;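 active = inhibition above the mean inhibition across every tested compound plus 3 SD, cut at about 22% in these data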;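 note: 0% = DMSO only wells and the 100% control is not disclosed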
H9c2 protect: myocardial damage modulation in H9c2 cells; H9c2 cardiomyocytes, H2O2 injury protection, ATPLite, 2 h; protection from H2O2 cell death, % at 20 µM; actives 0.63% (n = 360,000);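 active = compounds giving at least 50% protection of heart cells from peroxide-induced death in the single-dose screen, raw or plate-pattern-corrected value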;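 note: 0% = DMSO wells with peroxide and 100% = DMSO wells without peroxide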
Numbers without * were called inactive; / = no result given.

compound | MC4R barr agon | H9c2 protect | TLR9-MyD88 inh | m5-HT2A agonist | ABHD5 PLIN5 PPI | SRC2 inh | MC4R antagonist | NOD2 RIPK2 PPI | ABCB6 inh MLPCN | Glyco luc inh
Cc1cc(C)cc(N(C(C)C(=O)N2CCCCC2)S(C)(=O)=O)c1 (configuration not stated) | -2.2 | 0 | -5 | 2 | -6 | -13 | 1 | 4 | 93 | 0
NC(=O)C1CCCN(C(=O)c2cccc(S(=O)(=O)N3CCCCCC3)c2)C1 (configuration not stated) | -0.8 | 1 | 14 | 2 | 3 | 2 | 5 | -1 | 98 | 2
COc1ccc(C(=O)Cn2c3ccccc3n3nc(CCC(=O)O)c(=O)nc23)cc1OC | 0.9 | 2 | -10 | 1 | 5 | 6 | 8 | -1 | 89 | -1
CCOc1ccc(-n2cnc3scc(-c4ccc(OC)c(OC)c4)c3c2=O)cc1 | 1.4 | -4 | -11 | -3 | 1 | -2 | 8 | -9 | 95 | -1
Cc1ccc(C2CC(C(F)(F)F)n3nc(C(=O)NCc4c(C)nn(C)c4C)c(Cl)c3N2)cc1 (configuration not stated) | 1.6 | -20 | 1 | 1 | 3 | 21 | 8 | 2 | 98 | -4
Cc1c(NC(=O)C(C)OC(=O)CCc2ccccc2)c(=O)n(-c2ccccc2)n1C (configuration not stated) | -0.7 | 0 | -7 | -3 | -8 | 1 | 17 | 0 | 104 | 0
O=C(CSCc1ccc(Br)cc1)NCCc1ccccc1 | -1.1 | -4 | 2 | -3 | -5 | -3 | 2 | -2 | 109 | -1
CCC(=O)c1ccc(N2CCN(C(=O)c3cc([N+](=O)[O-])ccc3N3CCN(C)CC3)CC2)c(F)c1 | 2.4 | 8 | 5 | -8 | -5 | 2 | 20 | 4 | 98 | -1
CN1CCN(C(c2ccc(Cl)cc2)c2cc(Cl)c3cccnc3c2O)CC1 (configuration not stated) | -3.1 | 42 | 5 | -31 | 0 | -6 | -2 | 7 | 94 | 33*
CC(Sc1ccccc1)C(=O)N1CCN(S(=O)(=O)c2ccccc2F)CC1 (configuration not stated) | -0.5 | 4 | -11 | -7 | -4 | 6 | -4 | -2 | 96 | -1
CC(=O)N1c2ccc(S(=O)(=O)NCC3CCC(C(=O)NCc4ccccc4)CC3)cc2CC1C (configuration not stated) | -0.6 | -3 | -3 | -1 | -9 | -2 | 14 | 7 | 98 | -3
Cc1ccc(NC(=O)C2(N3CCC3=O)CCCCC2)cc1 | -0.3 | 7 | -7 | 4 | 0 | -21 | 14 | -9 | 86 | 3
COc1cccc(C(O)c2ncc(-c3ccc(C(F)(F)F)cc3)[nH]2)c1 (configuration not stated) | -2.5 | -12 | / | -11 | -12 | 14 | 10 | 9 | 97 | 2
CCN(CC(=O)Nc1ccc(N2CCOCC2)cc1)C(=O)c1ccc(C#N)cc1 | -1.5 | 4 | 1 | 1 | -2 | -6 | 10 | 2 | 94 | 0
COCCN(C(=O)Cc1cccs1)c1nnc(-c2ccncc2)s1 | -0.4 | -3 | 0 | 7 | 0 | -3 | 3 | -2 | 103 | -3
COC(=O)c1ccc(COC(=O)C2CC(O)CN2S(=O)(=O)c2ccc([N+](=O)[O-])cc2)cc1 (configuration not stated) | 0.0 | -7 | -5 | -2 | 7 | -18 | 0 | -4 | 98 | 1
O=C(N/N=C/c1ccccc1[N+](=O)[O-])c1ccc2nc[nH]c2c1 | -1.4 | 12 | 1 | 1 | 1 | -60 | -1 | -4 | 93 | -2
CCCN1CCC(=O)N([C@H](CSc2ccc(OC)cc2)c2ccccc2)CC1 | -2.3 | -4 | -7 | -1 | 8 | -36 | -4 | -12 | 101 | -3
CCn1c(Cc2ccccc2)nnc1SCC(=O)c1cccc([N+](=O)[O-])c1 | -0.7 | -1 | -6 | -4 | -1 | -7 | 0 | 3 | 88 | -6
COc1ccc(CC(=O)Nc2cc(S(=O)(=O)N3CCCC3)ccc2Cl)c(OC)c1 | -1.5 | -6 | 3 | -10 | -13 | 14 | 7 | 8 | 100 | -3
O=[N+]([O-])c1ccc(CS(=O)c2ccccc2)cc1 (configuration not stated) | -3.3 | -3 | -1 | -1 | -12 | -13 | 2 | -7 | 104 | 0
CC(=O)C1=C(O)C(=O)N(Cc2cccnc2)C1c1ccc(Cl)cc1 (configuration not stated) | 2.1 | 6 | -11 | 1 | 2 | -15 | 2 | -3 | 95 | 1
COc1cc(C(=O)NCCCNc2ccc([N+](=O)[O-])cc2)cc(OC)c1OC | -2.8 | 2 | 1 | -3 | 3 | 8 | 6 | 11 | 96 | 3
O=C(c1ccc(Cl)c(S(=O)(=O)N2CCOCC2)c1)N1CCN(c2ccccc2F)CC1 | -2.6 | -1 | 1 | 2 | -1 | -24 | 1 | -11 | 101 | 0
O=C(CN1C(=O)C2CC=CCC2C1=O)Nc1ccc(-c2nnc3n2CCCCC3)cc1 (configuration not stated) | -0.7 | 5 | 2 | 3 | 0 | -16 | 10 | 0 | 99 | 1
CCc1cc2ccc(OC)cc2nc1SCC(=O)N1CCN(C(=O)c2ccco2)CC1 | -1.1 | 6 | -1 | -2 | 6 | 13 | 34* | 12 | 93 | -3
O=C(c1ccc(S(=O)(=O)N2CCOCC2)cc1)N(c1cccc(Cl)c1)C1C=CS(=O)(=O)C1 (configuration not stated) | -0.6 | -2 | 1 | -2 | -2 | -1 | 16 | -4 | 102 | 1
Cc1nnc2ccc(N3CCCC3)nn12 | 0.3 | 1 | -2 | -1 | 3 | -23 | 15 | 0 | 96 | 0
COc1cccc(NC(=O)CSc2nc3scc(C)c3c(=O)[nH]2)c1 | -2.3 | -7 | 0 | 8 | 3 | -37 | 8 | -4 | 96 | -2
CCCS(=O)(=O)NC(=O)C1(C)CCN(C(=O)c2ccc(OC(F)F)cc2)C1 (configuration not stated) | -0.9 | 6 | / | -1 | 12 | 1 | 2 | -12 | 97 | -1
COc1ccc(S(=O)(=O)N2CCCCC2)cc1NC(=O)Cc1ccsc1 | 0.5 | -8 | -2 | -5 | 2 | 15 | 2 | -3 | 94 | -2
CCOc1ccccc1NC(=O)C1C2C=CC(O2)C1C(=O)O (configuration not stated) | -0.9 | 4 | 2 | 5 | 4 | 6 | 10 | 4 | / | 3
COc1ccc(OC)c(S(=O)(=O)N2CCN(C)CC2)c1 | -2.0 | 5 | 5 | 0 | -1 | -19 | 5 | 11 | 100 | -1
CC(C)(O)[C@H](O)COc1c2occc2cc2ccc(=O)oc12 | 0.0 | 18 | -3 | 6 | 8 | -9 | 5 | -5 | 103 | 0
Cc1cc(C)cc(-n2cnc3cc(C(=O)O)ccc32)c1 | -0.1 | 4 | -6 | 4 | 4 | -17 | 6 | -11 | 97 | 1
COc1cccc(C=C2SC(=S)NC2=O)c1 | -0.1 | -18 | -9 | -1 | -10 | 3 | 4 | 5 | 100 | -1
O=C(NCCc1c[nH]c2ccccc12)OCCSS(=O)(=O)O | 3.1 | -4 | -4 | -2 | -12 | 7 | -7 | 1 | 95 | 2
Cc1cccc(C2c3[nH]c4ccccc4c3CCN2C(=O)c2cc(CC(C)C)nc(C)n2)n1 (configuration not stated) | -1.4 | -5 | -9 | 2 | -4 | -7 | 0 | 3 | 94 | -1
COc1ccc(CN2C(=O)CN(S(C)(=O)=O)CC2(C)C(=O)Nc2c(C)cccc2C)cc1 (configuration not stated) | / | / | / | 5 | 3 | 4 | / | -20 | / | /
COc1ccc(/C=N/NC(=O)CC#N)cc1Oc1nc(Cl)ncc1F | -0.3 | 4 | 16 | -3 | -1 | 18 | 14 | -24 | 96 | -1
Cc1cccc(C)c1NC(=O)C1(C)CN(S(C)(=O)=O)CC(=O)N1CCCn1ccnc1 (configuration not stated) | / | / | / | 0 | -14 | 11 | / | 6 | / | /
C/C(=N/NC(=O)Cc1ccccc1)c1ccc(C)s1 | 1.4 | -2 | 2 | -7 | -2 | -10 | 2 | -7 | 98 | 0
COc1ccccc1N1CCN(C(=O)C(Cc2ccccc2)NC(=O)C2CCCCC2)CC1 (configuration not stated) | 2.2 | 6 | -7 | 1 | 1 | 10 | 4 | 7 | 102 | 0
CN(C)CCNc1nc2c(c(=O)[nH]c(=O)n2C)n1CCCc1ccccc1 | -0.1 | 8 | -7 | -2 | -13 | -4 | 0 | 9 | 93 | 0
Cn1nnnc1SCC(=O)NCCCc1ccccc1 | -0.3 | 3 | -1 | 1 | -8 | -11 | 0 | -6 | 105 | 0
CCc1ccc(OCc2nnc(SCC(=O)N3CCN(c4ccccc4)CC3)o2)cc1 | 17* | -4 | 0 | -3 | -2 | 17 | 9 | -14 | 100 | -1
Cc1ccc(-n2c(-c3ccc(Cl)cc3)c[n+]3c2CCC3)cc1 | -3.1 | -10 | 1 | -2 | 8 | 35 | 12 | -6 | 95 | 2
COc1ccc(CCCc2nnc(SCC(=O)Nc3nc(C)cs3)n2C)cc1C | 0.4 | 0 | 2 | 0 | -4 | -25 | 3 | -1 | 101 | 0
CCOC(=O)c1ccc(S(=O)(=O)NNC(=O)c2cccc(N(C)C)c2)cc1 | -1.7 | 3 | 1 | 0 | -3 | -7 | 1 | 0 | 97 | 0
CC(C)(C)NC(=O)CSc1nc2ccccc2n1-c1ccccc1 | -1.5 | -12 | -7 | 8 | -7 | -1 | -6 | -6 | 101 | -2
Cc1cc(C)c(C(=O)c2ccc(C(=O)NC(C)(C)C)cc2)c(C)c1 | -2.0 | -1 | 6 | -5 | 0 | 2 | 7 | -20 | 92 | -4
C[C@H](NC(=O)C1CC(=O)N(c2ccc(F)cc2)C1)C(=O)N1CCCCC1 (some centres not stated) | -0.3 | -4 | -6 | 8 | 5 | -13 | -1 | -6 | 99 | -2
O=C(c1cccc(C(F)(F)F)c1)C1CCCN(C(=O)CN2CCCC2=O)C1 (configuration not stated) | 0.5 | -7 | 5 | 0 | -3 | 6 | 17 | 1 | 100 | -1
CC(NCC(=O)Nc1ccccc1C(=O)NC1CC1)c1ccc(S(N)(=O)=O)cc1 (configuration not stated) | 0.2 | 10 | 13 | 2 | 7 | -3 | -2 | -13 | 97 | 2

An excerpt from above in order of length of the SMILES, lowest first:
compound | MC4R barr agon | H9c2 protect | TLR9-MyD88 inh | m5-HT2A agonist | ABHD5 PLIN5 PPI | SRC2 inh | MC4R antagonist | NOD2 RIPK2 PPI | ABCB6 inh MLPCN | Glyco luc inh
C/C(=N/NC(=O)Cc1ccccc1)c1ccc(C)s1 | 1.4 | -2 | 2 | -7 | -2 | -10 | 2 | -7 | 98 | 0
COc1ccc(S(=O)(=O)N2CCCCC2)cc1NC(=O)Cc1ccsc1 | 0.5 | -8 | -2 | -5 | 2 | 15 | 2 | -3 | 94 | -2
CN(C)CCNc1nc2c(c(=O)[nH]c(=O)n2C)n1CCCc1ccccc1 | -0.1 | 8 | -7 | -2 | -13 | -4 | 0 | 9 | 93 | 0

An excerpt; count on the stated rates, not on these rows.
